GDH-TPI inh – counter-screen for M. tuberculosis FBA inhibitors: GDH-TPI coupled enzymes; inhibition, % at 4.8 µM; AID 588335; GDH-TPI coupled enzyme counterscreen, NADH absorbance; 360,000 compounds, 1.2% hits; in the data active = inhibition above about 30%;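 note: 0% = DMSO wells and 100% = wells lacking the enzyme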
BioA inh – BioA (M. tuberculosis) enzyme inhibition; purified M. tuberculosis BioA enzyme, plate reader; inhibition, % at 9.99 µM; 360,000 compounds, 0.096% hits; in the data active = inhibition above about 40%
Rv3671c inh – inhibitors of M. tuberculosis serine protease Rv3671c | P9WHR9 | inhibition, % at 5.96 µM | 320,000 compounds, 0.048% hits; in the data active = inhibition above about 38%;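 note: extracellular domain of Rv3671c used as enzyme; 0% = enzyme with DMSO and 100% = no enzyme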
Target sequence (P9WHR9 whole entry, looked up, the tested form may be a part): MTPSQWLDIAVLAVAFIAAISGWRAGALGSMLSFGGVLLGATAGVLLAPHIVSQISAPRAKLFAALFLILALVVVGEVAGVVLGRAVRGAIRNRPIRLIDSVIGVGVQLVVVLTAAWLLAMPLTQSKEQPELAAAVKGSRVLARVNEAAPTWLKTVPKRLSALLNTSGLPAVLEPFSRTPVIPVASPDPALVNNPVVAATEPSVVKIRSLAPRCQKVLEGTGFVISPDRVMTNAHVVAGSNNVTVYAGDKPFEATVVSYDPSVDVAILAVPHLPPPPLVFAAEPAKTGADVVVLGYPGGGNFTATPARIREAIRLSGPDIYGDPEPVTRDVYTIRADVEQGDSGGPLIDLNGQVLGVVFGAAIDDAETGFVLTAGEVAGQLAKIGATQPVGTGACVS
BoNT F protease – blocks Botulinum neurotoxin F light chain protease; Multiplex microsphere protease cleavage assay, flow cytometry; inhibition, % at 10 µM; 360,000 compounds, 0.22% hits; in the data active = inhibition above about 35%, passing the limit was not always enough; note: plate controls were buffer without enzyme for full effect and enzyme alone for no effect
UGM FP inh – Mtb UDP-galactopyranose mutase inhibition. purified UGM, fluorescence polarization probe displacement. inhibition, % at 10 µM. 320,000 compounds, 0.06% hits. AID 504406; in the data active = inhibition above about 10%, passing the limit was not always enough
MazF activator – activators of E. coli MazEF toxin-antitoxin RNase; FAM/BHQ RNA-DNA oligo cleavage fluorescence, 5 h; activation, % at 20 µM; 350,000 compounds, 0.32% hits; in the data active = activation above about 50%
Target sequence (P0AE70 whole entry, looked up): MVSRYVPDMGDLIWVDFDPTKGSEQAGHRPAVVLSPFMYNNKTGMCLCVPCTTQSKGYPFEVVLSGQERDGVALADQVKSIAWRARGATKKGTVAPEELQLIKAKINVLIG
FadD28 FP inh – inhibitors of Mycobacterium tuberculosis FadD28 bisubstrate binding. 360,000 compounds, 0.22% hits. FadD28 bisubstrate probe binding, fluorescence polarization. inhibition, % at 12.5 µM; in the data active = inhibition above about 8.5%, passing the limit was not always enough
Mtb FBA inh – Mtb fructose-bisphosphate aldolase inhibition. purified M. tuberculosis FBA, fluorescence read-out. inhibition, % at 1 µM. 360,000 compounds, 2.3% hits. AID 588726. P9WQA3; in the data active = inhibition above about 27%;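 note: 0% = vehicle and 100% = reference inhibitor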
Target sequence (P9WQA3 whole entry, looked up): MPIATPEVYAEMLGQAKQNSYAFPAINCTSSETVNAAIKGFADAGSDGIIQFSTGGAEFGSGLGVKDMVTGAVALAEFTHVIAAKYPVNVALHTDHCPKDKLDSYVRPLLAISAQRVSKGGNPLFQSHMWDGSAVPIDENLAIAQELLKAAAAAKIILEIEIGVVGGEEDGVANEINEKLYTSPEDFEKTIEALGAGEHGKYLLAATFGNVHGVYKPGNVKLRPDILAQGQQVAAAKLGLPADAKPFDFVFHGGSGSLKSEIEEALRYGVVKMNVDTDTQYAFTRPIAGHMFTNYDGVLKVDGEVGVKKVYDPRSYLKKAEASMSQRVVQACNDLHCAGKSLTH
PrPC surface inh – inhibitors of human cell surface prion protein PrPC; P04156; TR-FRET read-out; inhibition, % at 13.8 µM; 370,000 compounds, 0.43% hits; AID 720596; in the data active = inhibition above about 24%; note: 0% = median of the test wells and 100% = reference compound wells
An asterisk follows results filed as active; & = joins results of further samples.

How did CC(C)COC(=O)n1c(=O)oc2ccc(S(=O)(=O)N3CCCCC3)cc21 do in these assays?
GDH-TPI inh: 10; BioA inh: -1.6; Rv3671c inh: -2; BoNT F protease: -4; UGM FP inh: -0.4; MazF activator: 3; FadD28 FP inh: 0.1; Mtb FBA inh: 1; PrPC surface inh: 0

How did Cc1ccc(S(=O)(=O)N2CC(O)C2)cc1 do in these assays?
GDH-TPI inh: -1; BioA inh: -2.2; Rv3671c inh: 4; BoNT F protease: -4; UGM FP inh: -0.3; MazF activator: -2; FadD28 FP inh: -1.7; Mtb FBA inh: -1; PrPC surface inh: -6

How did CCOC(=O)c1ccc(S(=O)(=O)NNS(=O)(=O)c2ccc(C)cc2)cc1 do in these assays?
GDH-TPI inh: -3; BioA inh: -0.4; Rv3671c inh: -1; BoNT F protease: -27; UGM FP inh: -0.4; MazF activator: 4; Mtb FBA inh: 0; PrPC surface inh: 4

Results for CCN(CC)CCNCC(=O)Nc1ccc(Oc2ccccc2)cc1 ?
GDH-TPI inh: 10; BioA inh: 9.2; Rv3671c inh: 12; BoNT F protease: -1; UGM FP inh: 0.8; MazF activator: 9; FadD28 FP inh: -4.4; Mtb FBA inh: 5; PrPC surface inh: -1

What do the screens show for `O=C(NCc1ccccn1)c1cccc(NS(=O)(=O)c2ccc(Br)cc2)c1`?
GDH-TPI inh: -7; BioA inh: 3.2; Rv3671c inh: -16; BoNT F protease: -9; UGM FP inh: -0.9; MazF activator: -6; FadD28 FP inh: -6.3; Mtb FBA inh: -2; PrPC surface inh: -2

How did COCCN(CC(=O)Nc1cccc(C)c1C)C(=O)/C=C/c1ccc2c(c1)OCCO2 do in these assays?
GDH-TPI inh: 11; BioA inh: -0.8; BoNT F protease: 0; MazF activator: 8; FadD28 FP inh: -1.3; Mtb FBA inh: 2; PrPC surface inh: -5

How did CCOCCCNC(=O)C(NC(=O)Cc1cccs1)c1ccc(C)cc1 (stereo not given) do in these assays?
GDH-TPI inh: 5; Rv3671c inh: -6; BoNT F protease: -3; UGM FP inh: 1.0; MazF activator: -14; FadD28 FP inh: -2.4; Mtb FBA inh: 7; PrPC surface inh: -1

Results for CC(CNC(=O)CCn1ccc2cc(S(=O)(=O)N3CCCC3)ccc21)c1ccccc1 (stereo not given) ?
GDH-TPI inh: -6; BioA inh: 0.6; Rv3671c inh: -5; BoNT F protease: -4; UGM FP inh: -3.6; MazF activator: 9; FadD28 FP inh: 0.0; Mtb FBA inh: 0; PrPC surface inh: -1

How did COc1ccc(NC(=O)c2ccc(NC(=O)CSc3nc(N)cc(=O)[nH]3)cc2)cc1 do in these assays?
GDH-TPI inh: 0; BioA inh: -1.1; Rv3671c inh: -51; BoNT F protease: -4; UGM FP inh: -1.1; MazF activator: 21; FadD28 FP inh: -3.3; Mtb FBA inh: 1; PrPC surface inh: 0

Results for CCOC(=O)N(C)C[C@H]1OCc2cnnn2CCCC(=O)N([C@@H](C)CO)C[C@H]1C ?
GDH-TPI inh: 6; BioA inh: 0.5&0.5; BoNT F protease: -5; MazF activator: 0; FadD28 FP inh: -1.3; Mtb FBA inh: -1; PrPC surface inh: 2

Results for NS(=O)(=O)c1ccc(NC(=O)COC(=O)COc2ccc(Cl)cc2)cc1 ?
GDH-TPI inh: 3; Rv3671c inh: 2; BoNT F protease: 2; UGM FP inh: 2.9; MazF activator: 10; FadD28 FP inh: 0.0; Mtb FBA inh: 1; PrPC surface inh: 4

How did CN(C)S(=O)(=O)c1ccc(C(=O)OCCc2ccccc2)cc1 do in these assays?
GDH-TPI inh: -7; BioA inh: -1.4; Rv3671c inh: -2; BoNT F protease: 6; UGM FP inh: 2.5; MazF activator: 9; FadD28 FP inh: 1.7; Mtb FBA inh: -1; PrPC surface inh: 3

What do the screens show for `CCOC(=O)CSc1nc2ccccc2c(=O)n1CC`?
GDH-TPI inh: 4; BioA inh: 0.4; Rv3671c inh: 5; BoNT F protease: 4; UGM FP inh: 1.1; MazF activator: 3; FadD28 FP inh: 0.4; Mtb FBA inh: 2; PrPC surface inh: -3

What do the screens show for `CCn1c(C)c(C(C)=O)c(N2CCN(c3ccccc3)CC2)nc1=S`?
GDH-TPI inh: -3; Rv3671c inh: -1; BoNT F protease: -55; UGM FP inh: 1.3; MazF activator: -4; FadD28 FP inh: -4.0; Mtb FBA inh: -3; PrPC surface inh: -9

What do the screens show for `COc1nc2ccccc2nc1N1CCN(c2ccc(F)cc2)CC1`?
GDH-TPI inh: -4; BioA inh: -0.5; BoNT F protease: -28; UGM FP inh: -3.6; MazF activator: -8; FadD28 FP inh: -3.2; Mtb FBA inh: 3; PrPC surface inh: -6

Results for Cn1cc([N+](=O)[O-])c(C(=O)N/N=C\c2c[nH]c3ccccc23)n1 ?
GDH-TPI inh: 10; BioA inh: -0.6; Rv3671c inh: -4; BoNT F protease: -1; UGM FP inh: -1.8; MazF activator: 0; FadD28 FP inh: -1.3; Mtb FBA inh: 0; PrPC surface inh: -18

How did O=C(NCCN1CCCCC1)c1cc(Cl)ccc1Cl do in these assays?
GDH-TPI inh: -6; BioA inh: -1.6; Rv3671c inh: 2; BoNT F protease: 14; UGM FP inh: 2.0; MazF activator: 6; FadD28 FP inh: -4.4; Mtb FBA inh: -6; PrPC surface inh: 7

Results for Cc1ccc(OCc2nnc(SCC(=O)Nc3ccc(N4CCOCC4)cc3)o2)cc1 ?
GDH-TPI inh: 8; BioA inh: -1.5; Rv3671c inh: 4; BoNT F protease: 7; UGM FP inh: 0.0; MazF activator: 2; Mtb FBA inh: 1; PrPC surface inh: -5

How did O=C(c1cc(-c2cccs2)nn1-c1ccccc1)N1CCN(S(=O)(=O)c2ccccc2)CC1 do in these assays?
GDH-TPI inh: 10; BioA inh: -2.1; Rv3671c inh: -2; BoNT F protease: 0; UGM FP inh: 2.9; MazF activator: -14; FadD28 FP inh: 0.8; Mtb FBA inh: 3; PrPC surface inh: -7

What do the screens show for `CCOc1ccc(-c2nnn(CC(=O)N3CCCC3)n2)cc1OCC`?
GDH-TPI inh: -7; BioA inh: -0.1; Rv3671c inh: 2; UGM FP inh: -0.6; MazF activator: 0; FadD28 FP inh: -3.5; Mtb FBA inh: -1; PrPC surface inh: 0

Next part, starting with the last 2 of the part before.
How did O=C(c1cc(-c2cccs2)nn1-c1ccccc1)N1CCN(S(=O)(=O)c2ccccc2)CC1 do in these assays?
GDH-TPI inh: 10; BioA inh: -2.1; Rv3671c inh: -2; BoNT F protease: 0; UGM FP inh: 2.9; MazF activator: -14; FadD28 FP inh: 0.8; Mtb FBA inh: 3; PrPC surface inh: -7

What do the screens show for `CCOc1ccc(-c2nnn(CC(=O)N3CCCC3)n2)cc1OCC`?
GDH-TPI inh: -7; BioA inh: -0.1; Rv3671c inh: 2; UGM FP inh: -0.6; MazF activator: 0; FadD28 FP inh: -3.5; Mtb FBA inh: -1; PrPC surface inh: 0

Results for CC(=O)N1CCCc2cc(S(=O)(=O)NCc3ccc(C)cc3)ccc21 ?
GDH-TPI inh: 4; BioA inh: 1.8; Rv3671c inh: 2; BoNT F protease: 14; UGM FP inh: -1.1; MazF activator: 2; FadD28 FP inh: -4.0; Mtb FBA inh: -10; PrPC surface inh: 3

What do the screens show for `O=C(COC(=O)c1ccc(S(=O)(=O)N2CCCC2)cc1)NCCc1ccc(F)cc1`?
GDH-TPI inh: -4; BioA inh: -1.4; Rv3671c inh: 4; BoNT F protease: -6; UGM FP inh: 0.8; MazF activator: -4; FadD28 FP inh: -3.2; Mtb FBA inh: 0; PrPC surface inh: -5

How did CCN(CC)C(=O)N1CCN(S(=O)(=O)c2c(C)cc(C)cc2C)CC1 do in these assays?
GDH-TPI inh: 0; BioA inh: -1.6; Rv3671c inh: -5; BoNT F protease: 3; UGM FP inh: -1.4; MazF activator: -23; FadD28 FP inh: -2.3; Mtb FBA inh: 10; PrPC surface inh: 3

How did COC(C/C=C\[C@H](O)[C@H](C)OCc1ccccc1)OC do in these assays?
GDH-TPI inh: 13; BioA inh: -0.7; Rv3671c inh: -6; BoNT F protease: -8; UGM FP inh: -1.6; MazF activator: 2; FadD28 FP inh: -2.3; Mtb FBA inh: 2; PrPC surface inh: -1

Results for O=C(CCN1C(=O)/C(=C/c2cccs2)SC1=S)Nc1ccc(C(=O)O)c(O)c1 ?
GDH-TPI inh: 6; BioA inh: 3.0; Rv3671c inh: -14; BoNT F protease: -1; UGM FP inh: 0.1; MazF activator: 6; FadD28 FP inh: -0.3; Mtb FBA inh: -10; PrPC surface inh: -15

How did O=C(N/N=C/c1ccc(Cl)cc1)c1sccc1OCc1ccc(F)cc1 do in these assays?
GDH-TPI inh: 6; Rv3671c inh: -26; BoNT F protease: -4; UGM FP inh: -1.7; MazF activator: 0; FadD28 FP inh: -0.1; Mtb FBA inh: 2; PrPC surface inh: 4

What do the screens show for `Cc1ccsc1C(=O)N1CCC1(C)C(=O)NS(=O)(=O)c1cccc(F)c1` (stereo not given)?
GDH-TPI inh: -5; BioA inh: -0.2; BoNT F protease: -4; FadD28 FP inh: -3.1; Mtb FBA inh: -2; PrPC surface inh: -1

Results for CC(CNS(=O)(=O)c1ccc2c(c1)NC(=O)CCS2)c1ccccc1 (stereo not given) ?
GDH-TPI inh: -4; Rv3671c inh: 0; BoNT F protease: 1; UGM FP inh: 1.0; MazF activator: 0; FadD28 FP inh: -5.2; Mtb FBA inh: -5; PrPC surface inh: 3

Results for O=C(NCCCN1CCOCC1)c1ccc(Sc2ccccc2Cl)c([N+](=O)[O-])c1 ?
GDH-TPI inh: 1; Rv3671c inh: -7; BoNT F protease: -7; UGM FP inh: 1.6; MazF activator: 5; FadD28 FP inh: -4.8; Mtb FBA inh: -1; PrPC surface inh: -30

Results for CCOP(=O)(OCC)C(Cc1ccccc1)NC(C)=O (stereo not given) ?
GDH-TPI inh: -5; BioA inh: -0.7; Rv3671c inh: 3; BoNT F protease: 1; UGM FP inh: -2.3; MazF activator: -4; FadD28 FP inh: -1.1; Mtb FBA inh: 2; PrPC surface inh: -5

What do the screens show for `CC(=O)Nc1ccc(-c2cc(C(=O)O)c3cc4ccccc4cc3n2)cc1`?
GDH-TPI inh: 3; BioA inh: -0.5; BoNT F protease: -4; MazF activator: 6; FadD28 FP inh: -1.1; Mtb FBA inh: 24; PrPC surface inh: 8

Results for Nc1nc(N)nc(-c2ccc(Cl)c(Cl)c2)n1 ?
GDH-TPI inh: 6; BioA inh: 0.9; Rv3671c inh: -8; BoNT F protease: 2; UGM FP inh: 3.9; MazF activator: 11; FadD28 FP inh: -2.0; Mtb FBA inh: 5; PrPC surface inh: -5

What do the screens show for `COc1cc(/C=N/NC(=O)COc2ccc([N+](=O)[O-])cc2)ccc1OCC(=O)N1CCOCC1`?
GDH-TPI inh: 18; BioA inh: -1.8; Rv3671c inh: 5; BoNT F protease: -16; UGM FP inh: -0.7; MazF activator: -8; FadD28 FP inh: -1.0; Mtb FBA inh: -2; PrPC surface inh: -15

How did Cc1ccc(NC(=O)CN2C(=O)CNC2=O)cc1 do in these assays?
GDH-TPI inh: 2; BioA inh: -2.1; Rv3671c inh: 9; BoNT F protease: -2; UGM FP inh: -3.9; MazF activator: -4; FadD28 FP inh: 0.7; Mtb FBA inh: 1; PrPC surface inh: 1

Of the compounds above, these contain a Cl atom:
Results for NS(=O)(=O)c1ccc(NC(=O)COC(=O)COc2ccc(Cl)cc2)cc1 ?
GDH-TPI inh: 3; Rv3671c inh: 2; BoNT F protease: 2; UGM FP inh: 2.9; MazF activator: 10; FadD28 FP inh: 0.0; Mtb FBA inh: 1; PrPC surface inh: 4

How did O=C(NCCN1CCCCC1)c1cc(Cl)ccc1Cl do in these assays?
GDH-TPI inh: -6; BioA inh: -1.6; Rv3671c inh: 2; BoNT F protease: 14; UGM FP inh: 2.0; MazF activator: 6; FadD28 FP inh: -4.4; Mtb FBA inh: -6; PrPC surface inh: 7

How did O=C(N/N=C/c1ccc(Cl)cc1)c1sccc1OCc1ccc(F)cc1 do in these assays?
GDH-TPI inh: 6; Rv3671c inh: -26; BoNT F protease: -4; UGM FP inh: -1.7; MazF activator: 0; FadD28 FP inh: -0.1; Mtb FBA inh: 2; PrPC surface inh: 4

Results for O=C(NCCCN1CCOCC1)c1ccc(Sc2ccccc2Cl)c([N+](=O)[O-])c1 ?
GDH-TPI inh: 1; Rv3671c inh: -7; BoNT F protease: -7; UGM FP inh: 1.6; MazF activator: 5; FadD28 FP inh: -4.8; Mtb FBA inh: -1; PrPC surface inh: -30

Results for Nc1nc(N)nc(-c2ccc(Cl)c(Cl)c2)n1 ?
GDH-TPI inh: 6; BioA inh: 0.9; Rv3671c inh: -8; BoNT F protease: 2; UGM FP inh: 3.9; MazF activator: 11; FadD28 FP inh: -2.0; Mtb FBA inh: 5; PrPC surface inh: -5

Assay outcomes (PubChem)
